Screens from PubChem.
BaF3 parental: counter-screen for JAK2V617F inhibitors: parental Ba/F3 viability inhibitors | CellTiter-Glo ATP luminescence | 220,000 tested, 1.1% active | inhibition, % at 5.6 µM | AID 1486;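 active = inhibition above a per-campaign cutoff, the mean inhibition of all tested compounds plus 3 SD, cut at about 27% in these data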;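 note: 0% = DMSO wells and 100% = JAK Inhibitor I control wells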
TNF death inh: inhibitors of TNF-alpha induced necroptosis in Jurkat FADD-/- cells; Jurkat FADD-/- TNF necroptosis rescue, ATP luminescence, 24 h; 0 = TNF only, 100 = no-TNF cells; 220,000 tested, 0.068% active; AID 463075; activation (protection from cell death), % at 10 µM;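 active = activation, meaning protection from cell death, of at least 50% relative to plate controls; inactive = activation below 50%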;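 note: necroptosis triggered by 40 ng/mL TNF-alpha added together with compound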
TRPML3 ag: activates the human TRPML3 channel; HEK293 TRPML3-YFP, Fluo-8 calcium fluorescence; 100% = the carbachol control signal; activation, % at 3 µM; 220,000 tested, 0.29% active; AID 1448;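 active = activation above its plate's cutoff, the mean activation of the plate's test wells plus 3 SD, cut at about 12% in these data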;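 note: 0% = DMSO only wells and 100% = carbachol wells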
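Material: TRPML3-YFP stable HEK293 cells | Dosing: One concentration, 3 µM nominal, 0.3% DMSO | Timing: 125 s total fluorescence read per well | Technique: Fluo-8 calcium dye fluorescence, ex 470-495, em 515-575 nm | Measure: Percent activation from peak-to-basal fluorescence ratio, scaled between DMSO and carbachol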
TRPN1 ag: activates the zebrafish TRPN1 channel; HEK293 zebrafish TRPN1-YFP, Fluo-8 calcium fluorescence; 100% = response to 87 µM carbachol; AID 1424; 220,000 tested, 0.18% active; activation, % at 3 µM;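 active = activation above its plate's cutoff, the mean activation of test wells on that plate plus 3 SD, cut at about 19% in these data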;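 note: 0% = DMSO alone and 100% = 87 µM carbachol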
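Material: zebrafish TRPN1-YFP in HEK293 cells; Doses: single test compound dose, 3 µM nominal, 0.3% DMSO; Timing: dye loading 1 h at 37 °C, then 30 min room temperature; Technique: intracellular calcium fluorescence with Fluo-8; Benchmarks: high carbachol 87 µM, low DMSO alone.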
RBBP9 inh: inhibitors of human serine hydrolase RBBP9 | O75884 | recombinant RBBP9, FP-Rh probe fluorescence polarization | inhibition, % at 7.94 µM | 220,000 tested, 0.2% active;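 active = inhibition above the campaign mean of all tested compounds plus 3 SD, cut at about 14% in these data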;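 note: plate controls were DMSO wells with RBBP9 for no effect and wells lacking RBBP9 protein for full effect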
Target sequence (O75884 whole entry, looked up): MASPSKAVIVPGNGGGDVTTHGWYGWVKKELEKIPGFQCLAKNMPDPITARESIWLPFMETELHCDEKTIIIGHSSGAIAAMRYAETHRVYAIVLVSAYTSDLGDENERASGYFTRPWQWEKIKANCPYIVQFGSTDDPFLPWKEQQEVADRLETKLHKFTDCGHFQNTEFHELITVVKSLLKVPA
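Measured by: FP readout at 525/598 nm; material: recombinant human RBBP9; also added: Serine-hydrolase probe FP-Rh, 375 nM pre-mixing; medium: Tris buffer pH 8.0, NaCl, Pluronic; replication: one well per compound; doses: one concentration, 7.94 µM nominal, 0.794% DMSO; timing: preincubation 30 min plus labeling 45 min at 25 °C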
PPC-1+TRAIL kill: compounds killing PPC-1 cancer cells with TRAIL present (potentiator screen, no TRAIL-free arm); PPC-1 cells + TRAIL, ATPLite viability luminescence; 220,000 tested, 0.41% active; cell killing (% activity), % at 4 µM; AID 1443;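 active = cell killing above 50% in the first pass at 4 µM, then a duplicate retest at 5 µM averaging 50% or more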;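 note: plate controls were cells with TRAIL plus DMSO for no effect and medium-only wells lacking cells for full effect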
CHOP inh: CHOP inhibition in unfolded protein response; CHO-K1 CHOP-promoter luciferase, tunicamycin-induced, 15-18 h; inhibition, % at 10 µM; 220,000 tested, 3.8% active;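 active = compounds that reduced the stress-induced luciferase reporter signal by more than about 70% of percent inhibition, limit read from the data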;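 note: 0% = tunicamycin plus vehicle and 100% = wells without tunicamycin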
Wee1 degr inh: blocks degradation of human Wee1 kinase | P30291 | HeLa Luc-Wee1K328M stability, luciferase luminescence; 100% = proteasome inhibitor MG132 effect | reporter increase, % at 5 µM | 220,000 tested, 1.2% active | AID 1321;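 active = activation above the mean of all tested compounds plus 3 SD, set per screening run, cut at about 8.8% in these data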;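 note: cells exposed to compound for 20 h before luminescence read; 0% = DMSO alone and 100% = MG132 at 30 µM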
Target sequence (P30291 whole entry K328M): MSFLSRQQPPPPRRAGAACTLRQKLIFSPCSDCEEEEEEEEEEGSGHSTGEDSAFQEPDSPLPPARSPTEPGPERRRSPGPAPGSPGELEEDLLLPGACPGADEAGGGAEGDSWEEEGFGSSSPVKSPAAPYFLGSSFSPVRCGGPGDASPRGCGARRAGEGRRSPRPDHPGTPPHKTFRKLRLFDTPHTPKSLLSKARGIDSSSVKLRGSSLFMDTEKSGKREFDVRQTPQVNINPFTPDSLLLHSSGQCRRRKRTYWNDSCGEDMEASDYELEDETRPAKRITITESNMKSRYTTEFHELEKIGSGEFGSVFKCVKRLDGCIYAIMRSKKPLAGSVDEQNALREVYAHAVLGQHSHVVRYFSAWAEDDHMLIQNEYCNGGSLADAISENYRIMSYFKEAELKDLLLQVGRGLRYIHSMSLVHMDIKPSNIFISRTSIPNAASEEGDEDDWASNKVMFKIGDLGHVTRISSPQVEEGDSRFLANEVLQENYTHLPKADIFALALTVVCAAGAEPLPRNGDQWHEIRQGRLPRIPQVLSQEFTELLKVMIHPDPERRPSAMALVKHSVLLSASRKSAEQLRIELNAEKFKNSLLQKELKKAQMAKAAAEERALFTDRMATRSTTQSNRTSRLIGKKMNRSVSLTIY
Ba/F3 V617F tox: lowers viability of Ba/F3 cells expressing EpoR and JAK2V617F; inhibition, % at 5.6 µM; ATP luminescence; 220,000 tested, 1.1% active;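 active = inhibition above the campaign mean plus 3 SD over all tested compounds, cut at about 24% in these data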;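 note: cytokine-independent growth of Ba/F3 cells driven by EpoR plus mutant JAK2; 0% = DMSO-treated cells and 100% = JAK inhibitor I control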
Active calls of the source: *; . = not tested or not shown.

SMILES	BaF3 parental	TNF death inh	TRPML3 ag	TRPN1 ag	RBBP9 inh	PPC-1+TRAIL kill	CHOP inh	Wee1 degr inh	Ba/F3 V617F tox
O=C(Cn1c(NCCO)nc2ccccc21)NCCc1ccc(F)cc1	2	0.3	-0.9	-0.5	0	-3	-5	1	-1
CSc1nc2ncnc(N)c2[nH]1	2	1.4	0.9	0.8	-2	11	16	0	-3
Cc1nn(-c2ccc(C(=O)O)cc2)c(C)c1Oc1ccccc1O	0	-1.7	0.5	-1.4	-2	8	20	-1	-3
O=C(Nc1ccccc1F)N(CCCN1CCOCC1)Cc1cc2cc3c(cc2[nH]c1=O)OCCO3	3	0.0	-0.7	0.4	-10	41	-17	-1	2
Cc1cccc2nc(-c3cccc(NC(=O)c4ccc(Cl)cc4)c3)cn12	0	-2.1	0.8	1.5	-26	9	38	-2	0
N#Cc1ccccc1COC(=O)c1cccnc1N	5	-0.5	2.0	1.4	-4	10	38	3	1
CCN(CC)C(=O)c1ccc(S(=O)(=O)NCc2cccnc2)cc1	6	-1.5	0.6	1.5	2	1	35	0	-1
CCN(CC)C(=O)CSc1nc(N)c2c3c(sc2n1)CC(C)CC3 (stereo not given)	-1	-0.7	-0.8	-1.1	2	20	-9	0	-3
CCOCCCNc1nc2c(C)cccn2c(=O)c1/C=C1\SC(=S)N(C(C)CC)C1=O (stereo not given)	0	-3.3	7.9	20*	-28	26	3	3	-3
COc1ccc(NC(=O)C2CSC(C)(C)N2C=O)cc1 (stereo not given)	5	1.5	-0.3	1.0	-6	10	-6	1	-2
CCOC(=O)c1cccc(NC(=O)Nc2ccc3c(c2)C(=O)OC3)c1	5	3.1	1.3	1.1	-7	-9	28	-3	-3
COc1ccc(C(=O)/C=C/c2ccc(N3CCCCC3)c([N+](=O)[O-])c2)cc1	3	-5.3	1.0	-0.3	1	25	-13	2	-1
CCN(c1ccc2c(c1)OCO2)S(=O)(=O)c1cc(Br)cc2c1N(C(=O)C1CC1)CC2	0	-0.8	-0.6	-1.2	-2	6	-13	-1	-3
CCCCOc1ccc(CON(C(C)=O)C(C)=O)cc1Cl	-3	1.2	0.1	-1.8	-6	2	10	0	-7
c1ccc(-c2ccc(-c3nc(-c4ccncc4)no3)cc2)cc1	0	-5.3	0.5	-0.1	-6	-11	54	-1	-3
NS(=O)(=O)c1ccc(CCNC(=O)c2ccc3ccccc3n2)cc1	3	-1.4	0.7	0.9	-3	-1	-4	-1	4
NC1=NC(=Nc2ccccc2)c2ccccc21	1	-12	0.3	0.2	-5	36	37	1	-1
COC(=O)c1cccc(NC(=O)CC2NCCNC2=O)c1 (stereo not given)	1	0.6	0.6	2.6	-8	17	-9	-1	-4
O=C(CSCCO)Nc1ccc(C2CCCCC2)cc1	3	1.6	0.5	2.5	-5	11	62	6	-4
Cc1cc(NC(=O)COC(=O)C2CCC(=O)N2)c([N+](=O)[O-])cc1C (stereo not given)	3	-0.2	0.2	1.1	-1	10	3	3	-4
O=c1cc(CSc2nnc(COc3cccc4ccccc34)o2)c2ccccc2[nH]1	-2	-0.2	-0.3	0.1	-1	10	39	2	-4
COc1ccccc1N1CCN(C(=O)CSc2ncnc3c2cnn3-c2ccc(C)c(C)c2)CC1	3	2.9	1.1	2.1	-7	8	-5	4	-2
Cc1cc(C(=O)CN2CCC(C)CC2)c(C)n1-c1ccccc1F	6	2.5	0.1	-0.8	-5	12	23	-3	1
COc1cc(C(=O)NCc2ccccn2)ccc1OCc1c(C)noc1C	1	-0.4	1.1	-0.1	-10	9	-19	-3	-2
CCOC(=O)c1ccc(S(=O)(=O)NCCN(CC)CC)cc1	5	-0.6	1.4	0.7	-6	13	-3	-1	2

The final three compounds of the section before lead into the next.
SMILES	BaF3 parental	TNF death inh	TRPML3 ag	TRPN1 ag	RBBP9 inh	PPC-1+TRAIL kill	CHOP inh	Wee1 degr inh	Ba/F3 V617F tox
Cc1cc(C(=O)CN2CCC(C)CC2)c(C)n1-c1ccccc1F	6	2.5	0.1	-0.8	-5	12	23	-3	1
COc1cc(C(=O)NCc2ccccn2)ccc1OCc1c(C)noc1C	1	-0.4	1.1	-0.1	-10	9	-19	-3	-2
CCOC(=O)c1ccc(S(=O)(=O)NCCN(CC)CC)cc1	5	-0.6	1.4	0.7	-6	13	-3	-1	2
COc1ccc(CN(C(=O)CN2C(=O)C(C)Oc3ccccc32)C2CCCC2)c(OC)c1 (stereo not given)	6	0.3	-1.5	-1.3	-6	14	71*	-2	3
CC(C)N1CCN(Cc2ccc(C#CCCO)cc2)CC1CCO (stereo not given)	2	0.1	0.2	1.1	-5	10	2	1	-4
COc1ccc(N(C(=O)Cc2cccs2)C(C(=O)NC2CCCCC2)c2cccn2C)cc1 (stereo not given)	6	-3.5	-0.1	0.7	-6	17	68	-1	6
Cc1ccc(N(CC(=O)Nc2ccc(F)c(Cl)c2)S(=O)(=O)c2c(C)noc2C)cc1	6	-1.2	0.3	-0.5	0	8	57	2	5
C=CCOC(=O)C1=C(C)OC(N)=C(C#N)C1c1ccccc1F (stereo not given)	1	-4.3	-0.8	-1.5	3	-9	33	-1	4
NC(N)=NS(=O)(=O)c1ccc(N=C2C(=O)Nc3ccccc32)cc1	1	0.8	-0.4	1.7	-10	-6	10	0	-4
Clc1ccccc1CN1CCN(/N=C/C=C/c2ccco2)CC1	3	-2.4	0.2	-0.8	-3	14	0	0	0
COc1ccc(Br)cc1CNC(=O)C1CCCN(c2nc3ccccc3o2)C1 (stereo not given)	8	0.1	-0.1	0.4	-9	-8	31	0	-2
COc1ccc(OCCNc2cc(N3CCCCC3)ccc2[N+](=O)[O-])cc1	0	-3.0	-0.3	1.1	-5	34	18	-2	2
COc1cc(/C=N/n2cnnc2)ccc1OCCSc1ccc(C)cc1	7	-4.2	-0.1	-0.6	-10	16	9	1	-2
CC[C@H](C)[C@H](NC(N)=O)C(=O)NCCc1ccc(OC)cc1	3	1.9	0.7	2.0	-6	18	6	0	-3
O=C(Nc1ccc(F)cc1)NC1CCCCC1	5	4.6	1.3	1.1	6	24	10	0	1
COc1ccc(C2C(C#N)=C3NC(=O)c4c(sc5c4CCCCC5)N3C3=C2C(=O)CC(C)(C)C3)cc1 (stereo not given)	4	-14	-0.1	-0.4	-8	-7	31	0	2
O=C(NCCc1ccccc1)C(=O)NN=C1CCCC1	-1	-2.4	-0.3	-1.2	-10	-26	15	1	-3
O=C(c1ccccc1)c1ccccc1NC(=O)C1CCCN1Cc1ccccc1 (stereo not given)	1	1.2	-0.3	-2.8	2	-4	-14	3	-1
COc1ccc(C(=O)CCC(=O)Nc2cccc(Cl)c2)cc1	6	-0.1	-1.8	0.4	-17	-26	14	-1	7
CN1C(=O)NC(NC(=O)c2ccncc2)(C(F)(F)F)C1=O (stereo not given)	-3	1.5	1.2	2.7	-3	2	-15	-1	-1
Cc1ccc(N2CC(C(=O)Nc3ccc4c(c3)OCCO4)CC2=O)cc1 (stereo not given)	7	-1.9	0.3	-1.1	2	1	31	-2	0
CCOc1ccc(CN2CCN(Cc3cnc(-c4ccccc4)s3)CC2CCO)cc1 (stereo not given)	2	1.5	4.6	6.2	-2	8	14	-4	1
CN(C[C@H](Cc1ccccc1)N(C[C@@H](Cc1cccc2ccccc12)N(CCc1ccccc1)N=O)N=O)N=O	0	4.8	0.6	-1.7	-10	-9	15	1	1
COc1cc([N+](=O)[O-])cc(/C=N/NC(=O)c2ccc(C)nc2)c1O	6	0.4	0.1	1.6	2	6	12	1	-1
O=C(NC(=S)NC1CCS(=O)(=O)C1)c1cccs1 (stereo not given)	1	0.8	1.2	-0.3	-6	-3	-5	1	-2
O=C(Nc1ccc2c(c1)OCO2)N1CCN(c2ccccc2Cl)CC1	3	-1.4	0.5	-0.3	-10	3	-13	5	-2
O=C(N/N=C/C=C/c1ccccc1)c1cnccn1	0	0.1	0.4	-0.2	1	13	-29	-1	-2
O=C(O)C1c2ccccc2C(=O)N(Cc2ccc(F)cc2)C1c1ccncc1 (stereo not given)	0	5.0	-0.3	0.5	-4	15	16	-2	-3

(next part)
SMILES	BaF3 parental	TNF death inh	TRPML3 ag	TRPN1 ag	RBBP9 inh	PPC-1+TRAIL kill	CHOP inh	Wee1 degr inh	Ba/F3 V617F tox
Cc1ccc(-c2noc(CCC(=O)N(C)c3ccccc3C)n2)cc1	4	-2.7	0.0	-1.9	-1	-10	56	-2	-1
Cc1c(NC(=O)c2cccc(NS(C)(=O)=O)c2)c(=O)n(-c2ccccc2)n1C	2	0.7	0.5	-0.8	-6	5	4	-3	-3
O=C1c2ccc(-c3nc4ccccc4o3)cc2C(=O)N1Cc1cccnc1	1	-0.2	0.8	0.8	-2	.	.	1	-2
COC(=O)c1nn(-c2ccc3c(c2)CCN3C(C)=O)cc1O	7	-3.7	0.6	-0.3	-7	76*	62	-5	5
COCCn1c(C)cc(/C=C2\NC(=S)N(C)C2=O)c1C	5	3.2	0.1	0.5	-1	13	-42	-3	-4
O=C(OCn1nnc2ccccc2c1=O)c1cn(-c2ccccc2)nc1-c1cccnc1	6	-4.3	0.0	0.4	4	17	-4	-2	3
C/C(CC(=O)N(C(C)C)C(C)C)=N\NC(=O)COc1ccc(Cl)cc1Cl	7	-0.7	0.4	1.6	-7	18	7	-1	4
CCc1ccc(N2C(=O)CC(Cn3nc(C)cc3C)C2=O)cc1 (stereo not given)	-1	-1.4	0.6	0.7	5	19	2	-1	2
Cc1cc(=O)c2ccc(C(F)(F)F)cc2[nH]1	-2	1.1	0.4	1.1	-10	1	1	-2	-3
CC(c1n[nH]c(=S)n1-c1ccc(F)cc1)N1CCCCC1 (stereo not given)	-2	0.0	0.8	-0.2	-9	0	-2	2	-2
Cc1nc2nc[nH]n2c(=O)c1CC(=O)O	1	0.3	0.2	0.4	-7	31	3	-3	-3
CCOC(=O)C1CCCN(C(=S)Nc2ccc(Nc3ccccc3)cc2)C1 (stereo not given)	4	-1.0	0.2	-0.3	-2	2	-16	4	5
COc1cc(S(=O)(=O)Nc2cccc(C)c2)ccc1NC(=O)c1cccnc1	12	2.5	-0.1	1.8	0	2	19	1	2
Cc1cc(NC(=O)CSc2nnc(-c3ccncc3)n2-c2ccccc2)no1	-1	0.5	0.3	-0.5	5	12	6	-1	-6
FC(F)(F)c1cccc(NC(=S)N2CCN(c3ccccn3)CC2)c1	4	-2.5	2.7	3.9	-1	-9	8	1	0

Marked active in CHOP inh, among the entries above:
| SMILES | TRPML3 ag | RBBP9 inh | CHOP inh | Wee1 degr inh |
| --- | --- | --- | --- | --- |
| COc1ccc(CN(C(=O)CN2C(=O)C(C)Oc3ccccc32)C2CCCC2)c(OC)c1 (stereo not given) | -1.5 | -6 | 71* | -2 |
